Compound activity from PubChem.
RORg inh: qHTS for inhibitors of ROR gamma transcriptional activity; Nuclear receptor ROR-gamma (Mus musculus), P51450; Drosophila S2 Gal4-RORgamma UAS-luciferase reporter, 20 h; Potency, µM (series often up to 53.6 µM), for inactives: at the top dose activity change, negative = inhibition, actives largely listed as inhibitors; hit rate 5.4% among 310,000; AID 2551, 2010; further: potency means the concentration at half of the fitted maximal effect; on the % scale 0 is the no-effect control and ±100 the full control effect; nearly all actives have a fitted effect of over 60% in size
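Stably transfected Drosophila Schneider cells are the test system, with ROR gamma fused to Gal4 and luciferase under UAS control; luminescence is read after 20 hr of 700 uM copper sulfate induction at ambient temperature.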
NPC1 promoter act: qHTS Assay for NPC1 Promoter Activators | Huh7 NPC1 promoter luciferase reporter, 24 h | Potency, µM (highest dose often 9.22 µM), for the others: at the top dose activation, most hits filed as activators | hit rate 2.4% among 320,000;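 further: potency means the concentration at half of the fitted maximal effect; % of control where 0% means no effect; nearly all actives have a fitted effect of over 60% in size; reporter is driven by a mutant NPC1 promoter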
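Quantitative HTS used a cell-based reporter: Huh7 cells stably bearing the NPC1 promoter upstream of luciferase were treated with compounds for 24 h, and promoter activation was read as luminescence.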
TRPV1 agonist: HTS Assay for Compounds that Act as Agonists of the Vanilloid Receptor 1. Transient receptor potential cation channel subfamily V member 1 (Homo sapiens), Q8NER1. TRPV1-expressing cells, Fluo-8 calcium influx, agonist mode. activation, % at 8.33 µM. hit rate 0.19% among 320,000. AID 540275, 2011; in the data active means activation above about 80%; inconclusive means between about 30% and that limit; further: 0% is about no effect
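Cells expressing TRPV1 were dye-loaded with Fluo-8 and read kinetically: 10 s baseline, 3 min after compound (agonist portion), then 2 min after EC20 capsaicin (allosteric enhancer portion). Calcium-bound dye fluorescence at 480/520 nm.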
Tb PFK inh: qHTS Assay to Find Inhibitors of T. brucei phosphofructokinase | hit rate 0.17% among 330,000 | T. brucei PFK, ADP-Glo luminescence | Potency, µM (titrated, usually from 57.5 µM), for inactives: at the top dose activity, negative = inhibition, most hits filed as inhibitors | ATP-dependent 6-phosphofructokinase (Trypanosoma brucei brucei), O15648;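 further: potency means the concentration at half of the fitted maximal effect; 0% = uninhibited 1x PFK enzyme wells and -100% = no-enzyme wells; nearly all actives have a fitted effect of over 60% in size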
Target sequence (O15648 whole entry, looked up): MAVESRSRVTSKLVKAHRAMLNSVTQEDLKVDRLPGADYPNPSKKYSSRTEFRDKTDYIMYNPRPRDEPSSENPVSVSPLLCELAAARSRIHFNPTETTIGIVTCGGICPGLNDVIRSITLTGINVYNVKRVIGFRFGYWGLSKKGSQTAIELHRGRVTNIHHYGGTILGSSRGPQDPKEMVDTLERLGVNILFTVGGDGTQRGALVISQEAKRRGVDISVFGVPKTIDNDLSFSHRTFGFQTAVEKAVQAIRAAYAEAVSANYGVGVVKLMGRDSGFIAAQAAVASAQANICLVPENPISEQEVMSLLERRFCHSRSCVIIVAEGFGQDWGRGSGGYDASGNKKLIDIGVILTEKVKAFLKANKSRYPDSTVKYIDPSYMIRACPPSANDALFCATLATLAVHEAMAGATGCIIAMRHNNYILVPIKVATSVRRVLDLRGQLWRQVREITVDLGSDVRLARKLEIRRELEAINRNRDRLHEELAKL
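1.25 nM PFK with 0.5 mM F6P and 0.1 mM ATP in 0.1 M TEA pH 8.0, 5 mM MgCl2, incubated 45 min at room temperature; ADP measured by ADP-Glo luminescence; compounds titrated up to 57 uM.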
p53 reactivator: qHTS assay for re-activators of p53 using a Luc reporter; H1299 p53-A138V BP100-luciferase reporter, luminescence, 24 h; Potency, µM (titrated, usually from 92.2 µM), inactives show top-dose activity change, positive = activation, hits mostly activators; hit rate 0.063% among 320,000; further: potency means the concentration at half of the fitted maximal effect; % of control where 0% means no effect; nearly all actives have a fitted effect of over 45% in size
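H1299 (p53-null), stable ts p53-A138V + BP100-Luc; 1000 cells/well, Opti-MEM/10% FBS; cpd 4 pt, 1:5; 24 h, 37 deg C, 5% CO2; detection reagent 10 min RT; luminescence.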
ELG1 DNA repair: qHTS screen for small molecules that inhibit ELG1-dependent DNA repair in human embryonic kidney (HEK293T) cells expressing luciferase-tagged ELG1; HEK293T ELG1-luciferase reporter, luminescence, 16 h; DNA damage induced by 5-fluorouridine; Potency, µM (top dose mostly 46.1 µM), without a hit: top-dose activity change, negative = inhibition, actives largely listed as inhibitors; hit rate 2.3% among 330,000; AID 504467, 2011; further: potency means the concentration at half of the fitted maximal effect; on the % scale 0 is the no-effect control and ±100 the full control effect; nearly all actives have a fitted effect of over 55% in size
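Quantitative HTS, concentration-response format. 2,000 cells/well co-treated with 5-fluorouridine and compound, 16 hr in 5% CO2 at 37 °C; ONE-Glo luminescence read after 30 min.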
BRCA1 expr act: qHTS Assay to Identify Small Molecule Activators of BRCA1 Expression | MCF7-BRCA1-FFLuc reporter, luminescence, 48 h; response scale: scaled: vehicle 0%, 10 µM genistein 100% | Potency, µM (highest dose often 46.1 µM), for inactives: top-dose activation, usual class: activators | hit rate 1.1% among 380,000; further: potency means the concentration at half of the fitted maximal effect; nearly all actives have a fitted effect of over 80% in size; some results filed as inactive show a strong effect at the top dose
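Cells: MCF7-BRCA1-FFLuc, 2000/well. Exposure: 48 h, 37 °C, 5% CO2. Read: luminescence, 15 min post-substrate. Controls: genistein 10 microM (maximal activation), DMSO (neutral).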
FLuc modulator: qHTS profiling assay for firefly luciferase inhibitor/activator using purifed enzyme and Km concentrations of substrates (counterscreen for miR-21 project); purified FLuc, Km substrates, luminescence inhibition; hit rate 6.9% among 360,000; AID 588342, 2011; Potency, µM (top dose mostly 57.5 µM), inactives show top-dose activity change, negative = inhibition, most hits filed as inhibitors; Luciferin 4-monooxygenase (Photinus pyralis), P08659;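 further: potency means the concentration at half of the fitted maximal effect; plate controls were vehicle for no effect and reference inhibitor for full effect; nearly all actives have a fitted effect of over 55% in size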
Target sequence (P08659 whole entry, looked up): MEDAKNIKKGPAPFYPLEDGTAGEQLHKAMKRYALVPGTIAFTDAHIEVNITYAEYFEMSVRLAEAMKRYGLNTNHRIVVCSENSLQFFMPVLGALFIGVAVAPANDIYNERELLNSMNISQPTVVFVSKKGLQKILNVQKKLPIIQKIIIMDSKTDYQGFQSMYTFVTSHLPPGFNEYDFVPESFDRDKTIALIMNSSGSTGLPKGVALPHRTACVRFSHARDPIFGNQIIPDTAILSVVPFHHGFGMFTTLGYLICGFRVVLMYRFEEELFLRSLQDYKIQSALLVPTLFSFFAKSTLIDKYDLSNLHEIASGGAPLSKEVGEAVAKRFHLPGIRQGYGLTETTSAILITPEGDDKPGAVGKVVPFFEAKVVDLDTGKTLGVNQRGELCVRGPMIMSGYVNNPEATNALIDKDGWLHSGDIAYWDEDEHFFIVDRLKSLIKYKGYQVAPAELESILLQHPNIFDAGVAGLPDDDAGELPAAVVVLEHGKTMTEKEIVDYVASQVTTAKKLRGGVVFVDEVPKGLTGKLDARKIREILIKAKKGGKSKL
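Purified P. pyralis luciferase (10nM final) with 10uM D-luciferin and 10uM ATP (Km levels) in 50mM Tris acetate pH 7.5, 10mM Mg acetate, 0.01% Tween-20, 0.05% BSA; qHTS 6-point titration, ~60 µM downward; luminescence read.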
ELG1 genotoxic: qHTS screen for small molecules that induce genotoxicity in human embryonic kidney (HEK293T) cells expressing luciferase-tagged ELG1. hit rate 1.3% among 330,000. HEK293T ELG1-luciferase reporter, luminescence, 16 h. Potency, µM (titrated, usually from 46 µM), without a hit: at the top dose activity change, positive = activation, actives largely listed as activators. AID 504466, 2011; further: potency means the concentration at half of the fitted maximal effect; % of control where 0% means no effect; nearly all actives have a fitted effect of over 60% in size
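16 hr compound incubation (37 °C, 5% CO2) of HEK293T cells carrying luciferase-tagged ELG1; luciferase then measured by ONE-Glo luminescence after 30 min at RT.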
Rab9 prom act: qHTS Assay for Rab9 Promoter Activators. AID 485297, 2010. Potency, µM (doses to about 9.22 µM), for the others: at the top dose activation, negative = inhibition, most hits filed as activators. hit rate 2.8% among 320,000. Huh7 Rab9 promoter-luciferase reporter, luminescence, 24 h; further: potency means the concentration at half of the fitted maximal effect; % of control where 0% means no effect; nearly all actives have a fitted effect of over 60% in size
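Luminescence read-out: Huh7 cells stably expressing Rab9-luciferase, treated 24 h with compound at 37 °C, then lysed with luciferase reagent for 10 min at ambient before reading.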
VP16 counter: VP16 counterscreen qHTS for inhibitors of ROR gamma transcriptional activity. AID 2546, 2010. Drosophila S2 Gal4-VP16 UAS-luciferase, luminescence, 20 h. Potency, µM (doses to about 53.6 µM), for the others: top-dose activity, negative = inhibition, actives largely listed as inhibitors. hit rate 3.5% among 310,000;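 further: Gal4-VP16 expression switched on by copper sulfate through the metallothionein promoter; potency means the concentration at half of the fitted maximal effect; on the % scale 0 is the no-effect control and ±100 the full control effect; nearly all actives have a fitted effect of over 50% in size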
Starred values were filed as active, the others as inactive; u = inconclusive; x = no result given; & = joins results of further samples; [ ] = remark or other dose. Unless noted, the call rests on the fitted dose curve; in most records, active means well fitted curve in the direction sought with a large enough effect; inconclusive means small, poorly fitted or top-dose-only effect, or another doubt; inactive means no such curve, though single readings can be large; an effect the other way counts as inactive or inconclusive.

mol	RORg inh	NPC1 promoter act	TRPV1 agonist	Tb PFK inh	p53 reactivator	ELG1 DNA repair	BRCA1 expr act	FLuc modulator	ELG1 genotoxic	Rab9 prom act	VP16 counter
CC(NC(=O)CSc1nc(C2CC2)n(-c2ccccc2)n1)c1ccco1 (configuration not stated)	x	-3%	20	0%	-2%	-15%	13%	-2%	0%	-1%	x
Cc1sc(C(=O)NCc2cccnc2)c2nc(C)n(CC(=O)NCc3cccnc3)c(=O)c12	-10%	-2%	1	-2%	-3%	1%	1%	0%	3%	0%	-7%
O=C(COc1ccc(/C=N/NC(=O)c2cccnc2)cc1)Nc1ccccc1	-2%	11%	7	u	-4%	9%	-13%	-4%	-2%	9%	-24%
Cc1ccc(NC(=S)N(C)C(c2ccccc2)c2ccccc2)cc1C	3.5µM*	-3%	22	-5%	-1%	13µM*	-29%	1%	-7%	-2%	10µM*
CCCN(CCC)CCCNS(=O)(=O)c1ccc2c(c1)oc(=O)n2C	-27%[0.365 µM]	1%	0	1%	-9%	1%	-12%	-1%	-8%	0%	x
CCC(C)(C)n1nnnc1C(c1ccc(Cl)cc1)N1CCN(C)CC1 (configuration not stated)	-2%	-2%	2	-7%	-3%	5%	-29%	1%	5%	0%	4%
O=C(CN1CCN(c2cnn(-c3ccccc3)c(=O)c2Cl)CC1)NC1CCS(=O)(=O)C1 (configuration not stated)	x	-4%	-1	-3%	-3%	24%	-15%	4%	1%	0%	x
COc1ccccc1NC(=O)c1cc2ccc(O)cc2o/c1=N\O	0.89µM*	1%	-1	1%	u	-9%	67%	5.4µM*	3%	-2%	2.2µM*
O=C(CN1CC[n+]2c(-c3cccs3)csc21)c1ccc(Br)cc1	u	-2%	0	7%	2%	u	-14%	-1%	-14%	-3%	-9%
CC(OC(=O)c1nccnc1N)C(=O)Nc1ccc(S(=O)(=O)N2CCCC2)cc1 (configuration not stated)	x	0%	0	2%	4%	4%	-12%	0%	-2%	0%	x
O=C(c1ccccc1NS(=O)(=O)c1cccc([N+](=O)[O-])c1)N1CCCC1	8%	-5%	1	1%	-5%	-5%	-51%	1%	-3%	-19%	10%
COc1ccc(/C=C/C(=O)NCCCN2CCCC2)cc1	-4%	1%	-1	-1%	-2%	2%	-8%	4%	0%	-8%	4%
CS/C(N)=N/N=C/c1cc(C)ccc1O	0.32µM*	1.1µM*	8	-5%	8%	u	u	1.2µM*	7.3µM*	0.16µM*	5µM*
Cc1cc(C)n2ncc(/C(N)=N/OC(=O)Nc3ccc(Cl)cc3)c2n1	23%	-1%	2	8%	3%	4%	78%	u	-6%	-3%	2%
CC(=O)Nc1nc2ccccc2[nH]1	-10%	-5%	1	1%	2%	-11%	0%	-1%	0%	0%	17%
COc1ccc(C(C)=O)cc1COC(=O)c1cnc(Cl)c(Cl)c1	-40%	-2%	8	2%	4%	30%	-50%	-2%	16%	-2%	3%
CCC1=C(OC(=O)N(CC)CC)N2C(=O)OC(=NCC(=O)OC)[C@]2(Cc2ccccc2)[C@H]2C1=CC[C@H]1C(=O)N(c3ccccc3)C(=O)[C@H]12	29%&28%	2%	-1	0%	-4%	u	6%	0%	6%	-2%	-6%&16%
Cc1ccc(NC(=O)CCNC(=O)c2ccc(Cl)cc2)cc1F	18%	-1%	19	1%	-7%	15%	-5%	0%	7%	-7%	-1%
CCCCn1c(N)c(N(Cc2ccccc2OC)C(=O)CN2C(=O)NC(C)(c3ccccc3)C2=O)c(=O)[nH]c1=O (configuration not stated)	x	8%	2	-4%	3%	7%	-2%	2%	-2%	-6%	x
Cc1cccc2cc(CN(C(=S)NCC(C)C)C3CCCC3)c(=O)[nH]c12	-43%	-4%	17	4%	-5%	-4%	-35%	0%	-2%	-5%	u
Cc1cc(OCCCN2CCCC2)ccc1Cl	18%	2%	0	-1%	7%	-6%	21%	2%	-1%	-2%	-9%
COc1ccccc1Cc1nc(-c2ccncc2)no1	u	-3%	3	-3%	3%	25%	59%	-12%	0%	1%	-13%
O=C(CCN1CCN(CCO)CC1)Nc1ccc(C2CCCC2)cc1	-5%	-9%	4	-1%	9%	-9%	-32%	4%	2%	-3%	-11%[10 µM]
O=C(N/N=C/c1cccnc1)c1cc(-c2ccccc2Cl)nc2ccccc12	0%	-3%	15	1%	3%	-8%	-50%	-15%	-4%	3%	2%
COc1cc(NC(=S)NC(=O)c2ccccc2F)ccc1NC(=O)c1ccco1	-23%	12%	-1	-1%	5%	7%	4%	0%	3%	-4%	-6%
Cc1ccc2nsnc2c1NC(=O)CCc1ccccc1	-7%	4%	2	-12%	-7%	13%	1%	0%	-1%	12%	-6%
CCN(CC)C(=O)CSC(Nc1cccc(F)c1)=C(C#N)C#N	-10%	6%	7	1%	1%	0%	-34%	6%	0%	-3%	-8%
Cc1ccc(C)c(N(CC(=O)NCc2ccco2)C(=O)CCC(=O)Nc2ccccn2)c1	6%	-3%	2	-7%	-13%	-16%	-18%	0%	-1%	-1%	2%
COc1ccc(/C=N/NC(=O)CN2CCN(Cc3ccccc3)CC2)cc1Br	3%	1%	-2	0%	-2%	3%	0%	-3%	3%	-1%	-5%
Nc1cnn(Cc2ccccc2F)c1	-13%	-10%	5	-1%	4%	-10%	-3%	u	-3%	1%	-16%
C=CCNC(=O)CC1C(=O)NCCN1Cc1ccc(-c2ccccc2)cc1 (configuration not stated)	-5%	1%	1	4%	-4%	-3%	1%	4%	-4%	0%	-2%
O=C(Cn1c(COc2ccccc2)nc2ccccc21)Nc1cc(Cl)ccc1Cl	-2%	-3%	-1	-1%	4%	u	-7%	1%	14%	2%	-6%
COc1cc2[nH]cc(C(=O)NCc3ccccc3)c(=O)c2cc1OC	15%	-4%	0	5%	-3%	-10%	-6%	-1%	4%	0%	2%
CC(=O)Nc1ccc(OCC(O)Cn2ccnc2C)cc1 (configuration not stated)	2%	-3%	1	0%	1%	5%	7%	6%	-1%	-11%	-8%
O=C(CN1CCN(c2ccccc2)CC1)N1CCN(c2ccccc2)CC1	19%	-4%	4	1%	-2%	-17%	-11%	3%	0%	0%	8%
O=C(Nc1ccc(Cl)c(S(=O)(=O)N2CCOCC2)c1)c1ccccn1	u	-2%	u	-2%	1%	0%	-20%	1%	-4%	-2%	11%
O=c1c2ccccc2nnn1Cc1ccccc1Cl	26%	-7%	1	1%	-3%	-13%	0%	4%	-2%	0%	9%[10 µM]
Cc1cccc(C)c1NC(=O)CNC(=O)c1ccc(NS(=O)(=O)c2ccc3[nH]c(=O)[nH]c3c2)cc1	x	-7%	2	-1%	4%	0%	4%	6%	1%	-1%	x
COc1cccc(CN2CC(C(=O)NCCN3CCOC3=O)CCC2=O)c1 (configuration not stated)	-10%	2%	-3	-1%	5%	1%	-6%	0%	-1%	-3%	0%
CCOc1ccc(/C=C2\NC(=S)NC2=O)cc1	u	-1%	16	2%	7%	-8%	5%	17µM*	0%	-7%	u
CC(C(=O)N1CCc2ccccc21)N(C)CC(=O)Nc1ccc(F)cc1 (configuration not stated)	x	-3%	u	6%	-14%	-4%	-28%	-1%	-2%	-1%	x
Brc1ccc(-c2nnc(-c3cccc(Br)c3)o2)cc1	22%	3.2µM*	-5	9%	18%	11%	65%	9.5µM*	19%	-34%[inhibitor]	-21%
CCc1ccc(N=C2NC(=O)/C(=C/c3cc(OC)c(OC)c(OC)c3)S2)cc1	u	-5%	28	0%	x	u	-97%[inhibitor]	4%	-1%	0%	u
COc1ccccc1N1CC(C(=O)Nc2nnc(SCc3ccccn3)s2)CC1=O (configuration not stated)	2%	-1%	-3	-9%	2%	-5%	4%	4%	-1%	1%	-11%

No enrichment for hits. Share with any hit: about 15%.
